Screening results: PubChem BioAssay, The Scripps Research Institute Molecular Screening Center
CHO parental Ca: counter-screen for OX1R antagonists: effect in parental CHO cells. parental CHO-K1, ATP-induced calcium, Fluo-8 fluorescence. inhibition, % at 5.6 µM. actives 0.63% (n = 330,000);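 active = inhibition above that plate's mean sample inhibition plus 3 SD, cut at about 26% in these data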;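 also: 0% = ATP-challenged DMSO wells and 100% = DMSO wells without ATP; some compounds past the cut are filed as inactive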
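material = parental CHO cells | also added = ATP as calcium-mobilizing challenge | dosing = single point at 5.6 µM | detection = intracellular calcium via Fluo-8 no-wash fluorescent dye | read-out = % inhibition | benchmarks = low control ATP plus DMSO, high control DMSO only | repeats = one well per compound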
M1 PAM parental: counter-screen for M1 PAMs: effect in parental CHO-K1 cells; AID 602247; ATP EC20, Fluo-8 calcium fluorescence; 0% at ATP EC20, 100% at ATP max; activation, % at 3 µM; actives 0.02% (n = 360,000);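 active = activation above the run cutoff, the mean activation of all test compounds plus 3 SD, cut at about 40% in these data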;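 also: peak over basal fluorescence ratio in a 140 s read after ATP addition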
CHRM1 agonist: agonists of human M1 muscarinic receptor; P11229; CHO-K1 hM1, Fluo-8 calcium fluorescence, agonist mode; 0% DMSO, 100% acetylcholine EC100; activation, % at 3 µM; actives 0.33% (n = 360,000);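 active = activation above the run's mean compound activation plus 3 SD, cut at about 16% in these data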;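 also: peak over basal fluorescence ratio within a 140 s kinetic read after compound addition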
Target sequence (P11229 whole entry, looked up): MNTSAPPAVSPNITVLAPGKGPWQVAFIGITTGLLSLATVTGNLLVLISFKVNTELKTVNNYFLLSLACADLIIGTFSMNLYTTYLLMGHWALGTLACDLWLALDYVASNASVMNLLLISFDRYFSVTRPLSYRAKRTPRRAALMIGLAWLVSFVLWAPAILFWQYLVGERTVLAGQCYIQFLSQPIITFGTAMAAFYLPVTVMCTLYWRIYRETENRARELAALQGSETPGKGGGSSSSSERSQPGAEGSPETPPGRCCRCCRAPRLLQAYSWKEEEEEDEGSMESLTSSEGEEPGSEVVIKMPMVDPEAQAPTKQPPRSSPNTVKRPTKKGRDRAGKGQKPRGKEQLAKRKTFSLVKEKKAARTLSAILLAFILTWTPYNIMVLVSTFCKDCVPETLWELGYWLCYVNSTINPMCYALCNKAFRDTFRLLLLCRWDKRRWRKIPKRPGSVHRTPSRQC
CHRM1 PAM: positive allosteric modulators of human M1 muscarinic receptor. P11229. AID 588819. CHO-K1 hM1, Fluo-8 calcium fluorescence, ACh EC20; 0% = ACh EC20, 100% = maximal ACh. actives 0.088% (n = 360,000). activation, % at 3 µM; in the data active = activation above about 19%, passing the limit was not always enough
TAAR1 antag: antagonists of human TAAR1; Q96RJ0; actives 1.5% (n = 360,000); CHO RD-HGA16 TAAR1, Fluo-8 calcium fluorescence, antagonist; AID 624466; inhibition, % at 3 µM;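 active = inhibition above a per-plate cutoff, the mean inhibition of test compounds on that plate plus 3 SD, cut at about 49% in these data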;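 also: 0% = DMSO plus EC80 beta-PEA response and 100% = DMSO alone without agonist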
Target sequence (Q96RJ0 whole entry, looked up): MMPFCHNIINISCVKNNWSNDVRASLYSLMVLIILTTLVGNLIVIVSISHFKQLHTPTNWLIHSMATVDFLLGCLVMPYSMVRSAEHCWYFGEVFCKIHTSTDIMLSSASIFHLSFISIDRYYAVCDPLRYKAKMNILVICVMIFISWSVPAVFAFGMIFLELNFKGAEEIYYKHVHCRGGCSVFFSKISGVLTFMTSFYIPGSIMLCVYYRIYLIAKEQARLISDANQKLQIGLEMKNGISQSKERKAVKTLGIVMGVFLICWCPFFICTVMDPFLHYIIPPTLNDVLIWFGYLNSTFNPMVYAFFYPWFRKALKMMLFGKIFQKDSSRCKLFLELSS
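Test system – hTAAR1-expressing CHO RD-HGA16 cells, Gα16-coupled · Also added – β-PEA at EC80 concentration, post-compound challenge · Compound – 3 µM, single point · Incubation – dye loading 75 min at 37 °C, then 30 min room temperature · Measured by – Fluo-8 intracellular calcium dye fluorescence, real-time kinetic reads · Benchmarks – vehicle and agonist controls · Replicates – singlicate, one well per test compound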
CHRM1 antagonist: blocks human M1 muscarinic receptor | P11229 | CHO-K1 hM1, Fluo-8 calcium fluorescence, ACh EC80 antagonist | inhibition, % at 3 µM | actives 1.3% (n = 360,000) | AID 588852;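 active = percent inhibition above its own plate's cutoff, namely the mean of that plate's compound wells plus 3 SD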;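 also: peak over basal fluorescence ratio during 140 s after agonist addition; 0% = ACh EC80 plus DMSO and 100% = DMSO alone without agonist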
CHO-K1 Ca antag: nonselective inhibitor or artifact in parental CHO-K1 cells. inhibition, % at 3 µM. ATP-induced calcium, Fluo-8 fluorescence. actives 0.6% (n = 360,000);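 active = inhibition above a per-plate cutoff, the plate's mean sample inhibition plus 3 SD, cut at about 24% in these data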;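 also: 0% = DMSO plus EC80 ATP and 100% = DMSO alone without ATP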
CHO-K1 Ca ag: counter-screen for M1 agonists: effect in parental CHO-K1 cells; activation, % at 3 µM; AID 602248; actives 0.48% (n = 360,000); Fluo-8 calcium fluorescence; scaled to maximal ATP response, vehicle zero; in the data active = activation above about 15%;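 also: untransfected CHO-K1 host cells lacking M1 receptor as counterscreen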
TAAR1 agonist: agonists of human TAAR1 | CHO RD-HGA16 TAAR1, Fluo-8 calcium fluorescence; vehicle wells 0%, saturating PEA agonist 100% | activation, % at 3 µM | actives 0.99% (n = 360,000);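 active = activation above the mean activation of all test compounds in the run plus 3 SD, cut at about 38% in these data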
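Test system: RD-HGA16 (CHO) cells co-expressing Gα16 and hTAAR1 / Benchmarks: DMSO vehicle as 0%, PEA at EC100 as 100% / Repeats: no replicates (n 1) / Measure: % activation from peak over basal fluorescence ratio, DMSO-to-PEA scaled / Timing: 17-24 h plating, Fluo-8 75 min 37 °C, 30 min RT / Technique: kinetic Fluo-8 calcium fluorescence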
The depositor's hits bear a star; . = no result given.

structure	CHRM1 antagonist	CHO-K1 Ca ag	TAAR1 agonist	M1 PAM parental	CHRM1 PAM	CHO-K1 Ca antag	TAAR1 antag	CHRM1 agonist	CHO parental Ca
C=CCNC(=S)N/N=C(\C)c1cccc(OC)c1	-8	0.3	-1	23	8	-10	-19	-8	-17
O=C(NCc1cccc(Cl)c1)c1ccc(-c2ccc(F)c(F)c2)c2ccoc12	10	2.2	4	4	-9	-5	-4	-3	.
COc1cc2c(cc1[N+](=O)[O-])-c1ccc([N+](=O)[O-])cc1C2	-6	1.8	0	18	-3	-11	7	-3	.
Cc1cccn2c(=O)c3cc(C(=O)NCC4CCCO4)c(=N)n(Cc4cccnc4)c3nc12 (stereo not given)	-5	0.0	6	2	-8	-6	6	-5	-3
CC(=O)Nc1cccc(NC(=O)C2CCCO2)c1 (stereo not given)	-13	-0.2	1	2	10	-4	-11	-4	.
Cc1ccc(CN2C(=O)CCC2C(=O)NC2CC2)cc1 (stereo not given)	1	-0.4	3	5	2	5	19	-3	-20
Cc1ccc(-c2noc(C3CCCN(C(=O)c4ccccc4Br)C3)n2)cc1 (stereo not given)	23	6.8	6	-12	-9	5	16	-1	12
COc1ccc(S(=O)(=O)N(C)C[C@@H]2OCc3cnnn3CCCC(=O)N([C@@H](C)CO)C[C@@H]2C)cc1	-38	0.6	2	19	28*	-6	-18	5	.
CC1CN(C(=O)COC(=O)c2ccc3ncsc3c2)CC(C)O1 (stereo not given)	0	0.3	1	18	-3	-8	3	-1	-10
Cc1ccc(Oc2nc(CN3CCOCC3)nc3sc4c(c23)CCC(C)C4)cc1C (stereo not given)	-6	0.1	-1	17	4	-1	-33	-4	-19
Cn1c2ccccc2c2c(C(=O)O)cn(C3CCCC3)c(=O)c21	-10	-0.3	-1	15	10	-5	-2	-4	-4
N#Cc1ccsc1NC(=O)CN1C(=O)NC2(CCCCC2)C1=O	-2	-0.1	1	0	2	2	-11	-2	-8
COC(=O)Cn1c2c(c3cc(C)ccc31)CCCC2	-5	0.3	0	18	5	-6	6	-5	-16
O=C(O)CCC(=O)N(Cc1ccco1)c1nc(-c2ccccc2)cs1	4	-0.3	-1	-9	-2	8	-29	-6	4
CSc1ccccc1C(=O)Nc1ccc2c(c1)OCO2	-11	0.6	2	3	11	-15	-24	-3	-6

Carrying on:
structure	CHRM1 antagonist	CHO-K1 Ca ag	TAAR1 agonist	M1 PAM parental	CHRM1 PAM	CHO-K1 Ca antag	TAAR1 antag	CHRM1 agonist	CHO parental Ca
C[C@H](NC(=O)[C@@H]1CCCN1C(=O)[C@@H]1CCCN1C(=O)OC(C)(C)C)c1ccccc1	.	0.1	0	-8	.	2	7	.	.
O=C(COC(=O)CCCSc1nc2ccccc2[nH]1)Nc1ccc(Cl)cc1	4	1.5	27	-6	-6	5	-6	-6	-20
COC(=O)c1c(C(=O)OC)c(-c2ccc(F)cc2)n2c1CSC2	-3	-1.6	2	13	5	-5	-14	-6	-15
CCC1Sc2ccccc2N(CC(=O)NC2CCCCC2)C1=O (stereo not given)	-10	0.1	1	-10	12	-16	-18	-4	-3
CC(C)N(C)c1ncnc2c1ncn2[C@H]1CN(Cc2ccc(-c3ccccc3)cc2)C[C@@H](CO)O1	3	7.9	6	0	-2	3	-9	4	.
O=C(/C=C/c1ccccc1Cl)NNC(=O)c1cccs1	7	0.7	7	2	-8	-14	-4	-4	-11
COCCN(C(C)=O)c1nnc(-c2cnccn2)s1	-18	-0.2	0	-5	3	12	-1	0	-6
O=C(N/N=C/c1cccs1)C(=O)Nc1cccc(Cl)c1	-2	4.7	4	-6	6	11	3	3	9
O=C(NN1C(=O)c2ccccc2NC1c1ccco1)c1ccc(Br)cc1 (stereo not given)	-4	0.8	2	26	8	-13	-8	-4	-15
CCCn1nc([N+](=O)[O-])c(C(C#N)c2nc3ccccc3o2)c(Cl)c1=O (stereo not given)	-11	3.3	0	12	7	-7	-2	-6	-15
CC(C)OC(=O)CSc1nc(C(C)C)nc2ccccc12	-12	1.1	1	2	12	-5	-20	-3	-10
CCc1ccccc1NC(=O)Nc1cc(F)ccc1F	-4	25*	16	6	2	13	14	-9	1
C/C(N)=C(/C#N)C(=O)CSc1nnc(Nc2ccccc2)s1	10	1.3	11	-9	-7	17	39	-2	-9
Cc1cccc(NS(=O)(=O)c2nnc(NC(=O)CC(C)C)s2)c1	-3	2.1	7	7	6	-9	-9	-2	4
CC(NCc1ccc(S(N)(=O)=O)cc1)C(=O)NCc1ccccc1 (stereo not given)	-10	0.1	3	7	10	-8	-7	-8	0

Going on with the list.
structure	CHRM1 antagonist	CHO-K1 Ca ag	TAAR1 agonist	M1 PAM parental	CHRM1 PAM	CHO-K1 Ca antag	TAAR1 antag	CHRM1 agonist	CHO parental Ca
Cn1cncc1C#Cc1ccc(N2C(c3ccsc3)=Cc3ccc(F)cc3C2c2c[nH]c3ccccc23)cc1 (stereo not given)	.	1.1	3	11	.	-14	-19	.	.
CCN(CC)CCNC(=O)CSc1c2c(nc3cc(Cl)ccc13)CCCC2	16	0.8	3	22	-21	-6	3	-12	-19
CCOc1cc(/C=N/NC(=O)CN2CCCCC2)ccc1OCc1ccccc1	-13	0.2	8	16	7	-15	3	-3	-1
COc1ccc(S(=O)(=O)N(C(C)=O)c2ccc3oc(=O)sc3c2)cc1	-4	4.0	8	22	10	-2	0	-3	-8
COc1ccc(C(=O)C2CCCN(Cc3ccc(NC(C)=O)cc3)C2)cc1OC (stereo not given)	27	0.6	0	5	-22	-2	1	-11	-10
CC(=O)N1CCN(c2ccc(NC(=S)NC(=O)c3ccccc3)cc2)CC1	-13	1.3	3	22	14	-2	8	-5	-11
S=c1[nH]c2cc(Cl)ccc2s1	-9	3.1	5	14	2	-6	-26	-1	-2
Cc1ccc(NC2=C([N+](=O)[O-])CS(=O)(=O)C2)cc1	3	-0.2	10	-2	1	-1	0	-1	-8
Cc1ccc(COc2ccc(/C=N/NC(=O)c3nnn(-c4nonc4N)c3COc3ccc(F)cc3)cc2)cc1	1	0.3	3	-17	3	0	-6	-2	-5
CC(=O)N1CCc2cc(S(=O)(=O)NC(CC(C)C)C(=O)Nc3cc(C)ccn3)ccc21 (stereo not given)	-12	-0.1	10	3	0	14	2	-6	-17
COC(=O)C1C2CC(C(Br)C2Br)C1C(=O)O (stereo not given)	8	0.2	0	0	-2	-2	4	0	.
[O-][n+]1ccccc1SCc1ccccc1	4	0.2	12	-6	-8	-5	-13	-3	6
O=C1C=C(c2n[nH]nc2-c2ccccc2)C[C@@H](c2ccc(F)cc2)C1	-15	1.5	2	10	5	-13	-5	-1	.
CC(=O)NC12CC3CC(C1)CC(C(=O)N1CCN(S(=O)(=O)c4ccccc4C#N)CC1)(C3)C2	3	0.2	1	9	1	1	-14	-3	.
Cn1ccc(C(=O)Nc2ccc3c(c2)OCCO3)n1	-2	12	1	-8	7	13	-17	-1	-12

Continuation:
structure	CHRM1 antagonist	CHO-K1 Ca ag	TAAR1 agonist	M1 PAM parental	CHRM1 PAM	CHO-K1 Ca antag	TAAR1 antag	CHRM1 agonist	CHO parental Ca
COC(=O)Nc1ccc(S(=O)(=O)Nc2cc(C(F)(F)F)c[nH]c2=O)cc1	-1	5.4	3	-3	2	18	-15	-4	-10
CC1Oc2ccccc2C=C1/C=N/NC(=O)c1ccccc1 (stereo not given)	1	0.9	1	15	-7	-9	9	-5	-4
CC(C)c1ccc(/C=C(\NC(=O)c2ccccc2)C(=O)NCCN2CCOCC2)cc1	-12	0.5	3	0	8	10	-3	1	-13
Cc1ccc(NS(=O)(=O)c2ccc(OCC(=O)Nc3cccc([N+](=O)[O-])c3)c(C)c2)cc1	4	2.6	9	16	-1	1	20	-5	8
COc1ccc(C(=O)NCCNc2nc3c(C)cccc3cc2C#N)cc1	-15	0.9	7	-6	7	13	16	-3	-19
N#C/C(=C(/O)CCCl)c1ccccn1	-1	0.2	8	5	3	6	14	-9	-4
CC(C)CCN(C(=O)c1ccccn1)c1c(N)n(Cc2ccccc2)c(=O)[nH]c1=O	-34	-0.4	0	8	20	-7	-7	0	-21
CCCc1c(C)nc2c(OC)cccc2c1SCC(=O)O	-1	0.4	1	15	6	-13	0	-5	0
Cn1cccc1-c1cc(C(=O)O)[nH]n1	-8	0.3	8	23	8	-13	-18	-3	3
O=S1(=O)C[C@@H](N2CCCC2)[C@H](COCc2ccccc2)N1	-8	0.5	2	2	5	5	-20	-2	.
COc1ccc([C@H]2C[C@@H](O)[C@H](n3cc(C4CC4)nn3)CN2CC2CCCCC2)cc1	-8	-0.2	-1	7	3	11	-23	-5	.
COc1cc(C2/C(=C(\O)c3cc(C)ccc3C)C(=O)C(=O)N2CCN(C)C)ccc1O (stereo not given)	3	0.6	1	20	1	-16	5	-3	0
Cc1ccc(/C=C2/CNC/C(=C/c3ccc(C)cc3)C2=O)cc1	-5	3.2	1	14	1	-12	-11	-4	.
CCn1c(/C(C#N)=N/O)nc2ccccc21	-7	0.1	1	19	14	-11	-17	-8	-8
COc1cccc(-c2nc(NCc3ccccc3)c3ccccc3n2)c1O	-1	1.9	0	12	2	-6	5	-3	-1

The list goes on.
structure	CHRM1 antagonist	CHO-K1 Ca ag	TAAR1 agonist	M1 PAM parental	CHRM1 PAM	CHO-K1 Ca antag	TAAR1 antag	CHRM1 agonist	CHO parental Ca
COc1ccc(C(=O)Nc2c(Cl)cc(Cl)cc2C(=O)N2CCC(C)CC2)cc1	-8	-0.6	3	-4	4	19	-29	-8	-33
O=C(COC(=O)CCc1ccccc1)Nc1ccccc1OC(F)F	-2	-0.2	-3	-3	1	-2	-17	-4	9
COc1ccc(OC)c(CN2CCC(C(=O)N3CCOCC3)CC2)c1	-4	0.3	0	21	0	-9	3	-10	0
CSc1ccccc1OCc1cc(C(=O)N2CCCC(C)C2)no1 (stereo not given)	1	0.3	1	18	4	-5	6	-5	8
CCn1c(N2CCN(S(=O)(=O)CC)CC2)nc2ccccc21	-7	2.9	4	23	9	-23	-10	-4	-15
COC(=O)C1=C(NC(C)=O)CCS1	-6	0.6	1	22	8	-4	-35	-7	-10
COc1ccc(CCNC(=O)C2CCN(C(=O)c3ccc(Cl)cc3)CC2)cc1	-5	1.1	0	7	2	-1	-16	-3	-18
N#Cc1nc(-c2cccs2)oc1N1CCN(Cc2ccccc2)CC1	4	2.4	7	29	-4	-24	33	-4	-15
COc1ccccc1CNc1nc2nc(C)c(C)c(=O)n2[nH]1	-4	-0.2	0	2	4	-6	-7	-2	4
CN(CCCNC(=O)CCC(=O)N1CCOc2ccccc21)Cc1ccccc1	-7	0.2	7	13	4	-18	-11	-11	-19
O=C(Nc1ccccn1)C(c1ccccc1)c1ccccc1	1	1.9	4	-6	-5	-5	-18	-3	.
COc1ccc(NC(=O)C2C3CCC(O3)C2C(=O)O)c(C)c1 (stereo not given)	-14	0.2	7	-6	13	6	2	-6	-5
